Mtb BioA inh = M. tuberculosis BioA enzyme inhibitors, primary screen, biochemical, plate reader, single point, HTS | 7,8-diaminopelargonic acid synthase BioA (Mycobacterium tuberculosis) | 0.096% of 360,000 active | inhibition, % at 9.99 µM | purified M. tuberculosis BioA enzyme; in the data active = inhibition above about 40%; inconclusive = no clear call, values can overlap the other calls
BoNT-F LC inh = BoNT/F light chain protease inhibitors, primary screen, biochemical, flow cytometry, MLPCN library. 0.22% of 360,000 active. Botulinum neurotoxin type F light chain protease (Clostridium botulinum). Multiplex microsphere protease cleavage assay. inhibition, % at 10 µM; in the data active = inhibition above about 35%, passing the limit was not always enough; inconclusive = no clear call, values can overlap the other calls; note: plate controls were buffer without enzyme for full effect and enzyme alone for no effect
CCHF vOTU inh = CCHFV vOTU protease inhibitors, primary screen, biochemical, Pep-AMC substrate, fluorescence; Crimean-Congo hemorrhagic fever virus L polyprotein viral ovarian tumor (vOTU) protease …; 0.55% of 370,000 active; inhibition, % at 11.5 µM; note: 0% = vehicle wells with enzyme and 100% = no enzyme wells
Mtb UGM inh = M. tuberculosis UGM enzyme inhibitors, primary screen, biochemical, fluorescence polarization, single point; UDP-galactopyranose mutase (Mycobacterium tuberculosis (strain ATCC 25618 / H37Rv)), …; purified UGM, fluorescence polarization probe displacement; inhibition, % at 10 µM; 0.06% of 320,000 active; AID 504406, 2011; in the data active = inhibition above about 10%, passing the limit was not always enough; inconclusive = no clear call, values can overlap the other calls
Target sequence (P9WIQ1 whole entry, looked up): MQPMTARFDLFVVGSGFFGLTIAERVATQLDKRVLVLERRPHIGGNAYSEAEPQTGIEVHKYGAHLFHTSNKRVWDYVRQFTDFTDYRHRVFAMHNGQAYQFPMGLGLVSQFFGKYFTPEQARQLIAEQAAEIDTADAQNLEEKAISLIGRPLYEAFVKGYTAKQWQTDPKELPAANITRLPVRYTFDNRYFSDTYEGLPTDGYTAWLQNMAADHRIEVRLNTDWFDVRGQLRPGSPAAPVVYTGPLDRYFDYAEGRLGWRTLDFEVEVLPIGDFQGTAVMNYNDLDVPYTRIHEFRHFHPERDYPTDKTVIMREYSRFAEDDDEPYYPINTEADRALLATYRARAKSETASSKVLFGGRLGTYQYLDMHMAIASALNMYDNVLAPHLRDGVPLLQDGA
MazF activator = activators of E. coli MazEF toxin-antitoxin RNase, primary screen, biochemical, fluorescence, uHTS; FAM/BHQ RNA-DNA oligo cleavage fluorescence, 5 h; activation, % at 20 µM; 0.32% of 350,000 active; in the data active = activation above about 50%
Target sequence (P0AE70 whole entry, looked up): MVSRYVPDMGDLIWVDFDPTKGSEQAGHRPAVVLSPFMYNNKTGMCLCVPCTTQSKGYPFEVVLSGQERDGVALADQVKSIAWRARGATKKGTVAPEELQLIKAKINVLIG
FadD28 binding = inhibitors of FadD28 bisubstrate probe binding, primary screen, biochemical, fluorescence polarization, single point | Mycobacterium tuberculosis FadD28 fatty-acid-AMP ligase | inhibition, % at 12.5 µM | 0.22% of 360,000 active | AID 588549, 2011; in the data active = inhibition above about 8.5%, passing the limit was not always enough; inconclusive = no clear call, values can overlap the other calls
VHR inh abs = VHR1 phosphatase inhibitors, primary screen, biochemical, absorbance, uHTS. AID 1654, 2009. Dual specificity protein phosphatase 3 (Homo sapiens), P51452. inhibition, % at 13.3 µM. 0.52% of 290,000 active. recombinant VHR phosphatase, pNPP absorbance; in the data active = inhibition above about 50%; note: some compounds called inactive have numbers as strong as hits
Target sequence (P51452 whole entry, looked up): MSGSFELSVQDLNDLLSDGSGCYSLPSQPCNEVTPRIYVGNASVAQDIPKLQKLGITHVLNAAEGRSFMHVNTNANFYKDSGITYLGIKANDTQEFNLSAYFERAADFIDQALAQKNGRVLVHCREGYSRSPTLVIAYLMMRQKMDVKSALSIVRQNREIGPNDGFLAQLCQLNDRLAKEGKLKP
Mtb FBA inh = Mtb FBA enzyme inhibitors, primary screen, biochemical, fluorescence, strain H37Rv | Fructose-bisphosphate aldolase (Mycobacterium tuberculosis (strain ATCC 25618 / H37Rv)), … | inhibition, % at 1 µM | 2.3% of 360,000 active | AID 588726, 2011 | purified M. tuberculosis FBA, fluorescence read-out; in the data active = inhibition above about 27%;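 note: 0% = vehicle and 100% = reference inhibitor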
Rv3671c protease = Rv3671c serine protease inhibitors, primary screen, biochemical, fluorescence polarization, M. tuberculosis H37Rv | P9WHR9 | inhibition, % at 5.96 µM | 0.048% of 320,000 active; in the data active = inhibition above about 38%;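 note: extracellular domain of Rv3671c used as enzyme; 0% = enzyme with DMSO and 100% = no enzyme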
GDH-TPI inh = GDH-TPI coupling enzyme inhibitors, primary screen, artefact control for M. tuberculosis FBA inhibitor project, biochemical, absorbance, full deck. 1.2% of 360,000 active. inhibition, % at 4.8 µM. GDH-TPI coupled enzyme counterscreen, NADH absorbance;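 note: 0% = DMSO wells and 100% = wells lacking the enzyme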
The depositor's hits bear a star; ? = inconclusive; / = no result given. Cut-off read from the data, not from the text of the source, unless noted: active = inhibition above about 30%; inactive = the rest.

compound	Mtb BioA inh	BoNT-F LC inh	CCHF vOTU inh	Mtb UGM inh	MazF activator	FadD28 binding	VHR inh abs	Mtb FBA inh	Rv3671c protease	GDH-TPI inh
O=C(O)c1ccc(-n2cccn2)c([N+](=O)[O-])c1	/	-2	7	-0.3	5	-1.1	17	1	1	10
O=C(c1cc(-c2ccc(Cl)cc2)nc2ccccc12)N1CCC1	0.5	5	-4	-1.2	-3	-1.6	/	10	-2	9
OC(COCc1ccc(Cl)cc1)CN1CCCCC1 (stereo not given)	-4.0	-3	11	3.3	3	-3.1	-7	2	3	6
CC1(C)Cc2c(C#N)c(SCC(=O)O)nc(N3CCOCC3)c2CO1	-0.9	-1	7	3.0	2	-3.8	/	-1	7	12
Cc1ccn2c(NCc3ccccc3)c(-c3cccs3)nc2c1	/	-6	-37	-2.9	3	1.1	18	23	1	16
CCCNC(=O)CN1CCC(c2nc3ccccc3[nH]2)CC1	-1.1	-2	4	-1.2	8	-4.2	2	0	-5	4
CC1(C)COC2(OC1)C(=O)N(CN1CCOCC1)c1ccccc12	/	-6	-4	-0.2	8	-2.6	7	-1	8	-5
Cc1ccc(S(=O)(=O)/N=C(/Nc2cccc(C(=O)O)c2)c2ccccc2)cc1	-0.9	-1	-15	1.9	-3	1.1	-7	2	-2	-5
COC(=O)C[C@@H]1C[C@@H]2c3cc(NC(=O)Cc4ccncc4)ccc3O[C@@H]2[C@@H](CO)O1	-1.2	-10	9	/	7	-1.0	/	0	/	-4
COCCNC(=O)c1ccc(CS(=O)(=O)c2ccccc2C)o1	0.7	24	-10	-1.5	4	-0.7	27	3	-3	2
CCOc1ccc(C(=O)N2CCN(Cc3ccccc3)CC2)cc1OCC	0.4	-21	-9	/	9	-2.1	17	2	/	20
COc1ccc(N(CC(=O)Nc2cccc(SC)c2)S(C)(=O)=O)cc1	1.4	/	-7	-1.4	-1	-0.8	15	0	-15	0
CCCCn1c(Cn2nc(C(=O)O)c3ccccc3c2=O)nc2cc(S(N)(=O)=O)ccc21	1.2	13	-1	1.1	6	-4.1	-19	3	-5	2
Cc1ccc(C)n1-c1ccc(C(=O)NN)cc1	/	11	9	-1.3	-2	-0.5	-13	4	-7	5
CCc1ccccc1NC(=O)CCN1C(=O)C2CC=CCC2C1=O (stereo not given)	-0.8	-1	19	-0.8	-3	-5.7	19	-2	-10	3
COc1ccc(C(=O)N/C(=C\c2ccco2)C(=O)OCc2ccco2)cc1	/	-1	10	-0.5	-8	-1.3	16	-1	-6	16
O=C(CS(=O)(=O)c1ccc(Cl)cc1)N1CCN(c2ccccc2)CC1	2.3	4	0	/	-2	-1.3	/	0	/	0
Cc1cc(C)n(CCCNC(=O)C(C)(C)Oc2ccc(Cl)cc2)n1	0.0	-19	-9	-3.6	3	/	/	3	11	10
CCOC(=O)N1CCN(CC(O)COCC2=CCC3CC2C3(C)C)CC1 (stereo not given)	-1.7	-9	2	/	-3	-1.3	-3	0	5	5
CC(=O)NCCc1ccc(S(=O)(=O)Nc2ccc3c(c2)OCCO3)cc1	/	-2	-4	1.0	12	-2.8	/	1	-3	11
Cc1cc(C)cc(-n2c(C)cc(/C=N/NC(=O)c3ccncc3)c2C)c1	-0.2	-7	9	0.1	2	-1.3	20	-5	12	16
Cc1ccc(C(=O)Nc2ccc(CC(=O)O)cc2)o1	-0.4	7	2	1.8	2	-4.0	29	0	0	-13
O=C(c1cc(Cl)ccc1Cl)N1CCN(Cc2ccccc2)CC1	1.8	16	-17	-3.1	1	-3.8	15	0	/	-9
O=C(O)Cc1ccc(NC(=O)c2cnccn2)cc1	-1.3	-4	0	3.8	-5	-4.8	19	1	-3	-4
CCNc1nc2[nH]c(=O)c3c(c2s1)OC(N)=C(C#N)C3c1cccs1 (stereo not given)	/	4	16	1.7	-60	0.4	28	1	-4	12
COc1ccc(/C=N/Nc2ccc([N+](=O)[O-])cc2S(=O)(=O)N2CCN(C)CC2)cc1	0.6	-3	-16	4.1	166*	-1.3	5	6	0	-14
CCC(=O)Nc1ccc(S(=O)(=O)N2CCc3ccccc3C2)cc1	1.9	2	13	4.9	-2	-0.9	5	1	0	0
FC(F)(F)c1nc2ccccc2n2c(-c3ccc(Cl)cc3Cl)nnc12	3.5	-2	5	-1.3	7	-2.5	1	20	0	8
O=C(CS(=O)(=O)c1cn(Cc2cccc(F)c2)c2ccccc12)N1CCCCC1	-2.4	4	5	0.5	15	-2.0	22	2	-12	-5
C/C(=N\N1CCN(C)CC1)c1ccc(OC(F)F)cc1	/	-1	-8	1.2	4	-4.4	17	1	10	-9

Another view of part of the listing above:
Cc1cc(C)cc(-n2c(C)cc(/C=N/NC(=O)c3ccncc3)c2C)c1
  Mtb BioA inh: -0.2	BoNT-F LC inh: -7	CCHF vOTU inh: 9	Mtb UGM inh: 0.1	MazF activator: 2	FadD28 binding: -1.3	VHR inh abs: 20	Mtb FBA inh: -5	Rv3671c protease: 12	GDH-TPI inh: 16
Cc1ccc(C(=O)Nc2ccc(CC(=O)O)cc2)o1
  Mtb BioA inh: -0.4	BoNT-F LC inh: 7	CCHF vOTU inh: 2	Mtb UGM inh: 1.8	MazF activator: 2	FadD28 binding: -4.0	VHR inh abs: 29	Mtb FBA inh: 0	Rv3671c protease: 0	GDH-TPI inh: -13

(list continues)
compound	Mtb BioA inh	BoNT-F LC inh	CCHF vOTU inh	Mtb UGM inh	MazF activator	FadD28 binding	VHR inh abs	Mtb FBA inh	Rv3671c protease	GDH-TPI inh
O=C(COC(=O)COc1cc(Cl)c(Cl)cc1Cl)NC1CC1	/	-10	12	3.1	2	0.8	/	-3	1	7
O=S(=O)(CCc1ccncc1)C1Cc2cccc3cccc1c23 (stereo not given)	0.7	?	-7	-3.1	-7	-3.2	25	6	8	-9
Cc1cc(NC(=O)CCC(=O)N(c2ccccc2)C(C(=O)NC2CCCC2)c2ccccc2C)no1 (stereo not given)	-1.1	0	-11	-3.4	5	-3.2	-30	0	4	1
Cc1ccc(NC(=O)CN(C)C(=O)c2ccccn2)cc1	0.0	14	-4	/	3	0.4	/	0	/	-1
COc1cc(/C=C(\C#N)c2nc3ccccc3[nH]2)ccc1Oc1ccc([N+](=O)[O-])cn1	-3.4	-2	-7	2.0	2	-2.4	36	3	-18	32*
Cc1ccc(/C=C/C(=O)NCc2cccs2)c(C)c1	/	-1	20	1.6	4	1.5	22	-3	2	7
COc1ccc(C2=NO[C@H]3C[C@](C(=O)NC(C)C)(S(=O)(=O)c4ccccc4)C[C@@H]23)cc1	-0.4	0	/	0.2	-1	-4.1	1	-2	5	4
NC(=S)NN=Cc1ccc(-c2ccc(S(=O)(=O)Nc3ncccn3)cc2)o1	/	2	-7	/	0	23*	/	20	10	33*
NC(=O)Cc1c[nH]c2cccc(O)c12	/	-8	-13	-1.4	3	-2.1	-6	1	6	-4
CCCCn1nnnc1C(C1CC1)N1CCC2(CC1)C(=O)NCN2c1ccccc1 (stereo not given)	-6.7	1	12	/	/	-0.1	/	3	/	/
COC(CNC(=O)CCc1c(C)nc2c(-c3ccc(F)cc3)c(C)nn2c1C)OC	/	4	-4	1.0	-16	0.0	21	2	-19	2
COc1ccc(C(=O)NNC(=O)c2ccncc2)cc1[N+](=O)[O-]	2.6	0	8	3.0	2	-0.9	2	5	-5	16
CCCCSCCCNC(=O)Nc1ccc(C)c(C)c1	/	-7	12	-0.1	-3	2.8	-14	0	13	-3
C/C(=N\NC(=O)c1ccc(C)cc1C)c1ccc2c(c1)OCO2	/	3	4	0.1	1	-2.3	-10	0	-10	-5
O=C(CCS(=O)(=O)c1ccc(Cl)cc1)Nc1ccc(F)cc1	-1.0	16	-1	-0.9	2	3.0	5	5	-1	-1
Cc1cccc(Nc2ncnc(N)c2[N+](=O)[O-])n1	-2.4	1	16	-0.4	-4	-0.7	26	-1	-8	9
CCCCCCCOc1ccc(C2CC(=O)N(C)C2=O)cc1 (stereo not given)	3.2	/	2	-0.4	-11	2.1	16	0	-13	7
COc1ccc(OC)c(N2Cc3ccccc3C2)c1	1.0	-14	-10	-3.2	6	-0.3	-14	-1	5	5
COc1ccccc1CNC(=O)C1CCCN1S(=O)(=O)c1cccc2cccnc12 (stereo not given)	-0.6	-12	-7	-1.0	1	-0.6	44	3	12	5
O=C(O)COc1ccc(/C=N/n2c(COc3ccccc3)nc3ccccc3c2=O)cc1	/	3	3	1.5	-1	-4.3	18	-2	1	-1
O=[N+]([O-])c1ccc(O)c(/C=N/Nc2nc3ccccc3[nH]2)c1	/	-12	-1	-1.5	0	-0.9	34	-4	21	7
N#Cc1ccc(-c2csc(NC3=NCCCCC3)n2)cc1	/	-5	-2	/	0	-0.7	12	5	/	20
Cc1cc(-c2nnc(SCC(=O)Nc3nccs3)o2)no1	0.9	-7	1	2.2	12	-0.7	15	0	9	22
CCCNS(=O)(=O)c1ccc(CCC(=O)N2CCC(C)CC2)cc1	0.4	-4	-3	2.0	-5	-5.1	-4	2	5	-3
CC(=O)CCSc1ncnc2sc(-c3ccccc3)cc12	0.0	-5	-2	-1.1	3	-6.7	-7	-2	-5	15
CC1=CCC2C(=O)N(c3cccc(C(=O)Nc4ccc(Cl)cc4)c3)C(=O)C2C1 (stereo not given)	1.6	6	11	3.2	1	-3.9	4	-1	-15	-2
COc1cccc(NC(=O)[C@H](C)NC(=O)C2CCN(S(=O)(=O)c3ccc(C)cc3)CC2)c1	/	0	12	2.7	3	-1.6	21	0	-2	5
O=C(COc1ccc(Cl)cc1)NCC(=O)N1CCC2(CC1)NCCc1[nH]cnc12	-0.8	1	-5	0.1	1	-4.0	2	-1	-8	-1
Cc1cc(NC(=O)C2CCCN2C(=O)Nc2cccc(Cl)c2)ccc1-n1cnnn1 (stereo not given)	0.5	0	14	-0.3	8	2.1	35	-1	-2	-2
C/C(=N\NC(=O)c1cc(Br)ccc1O)c1ccccn1	-0.8	6	-2	-0.8	0	1.8	2	9	/	9
O=C1C2CC=C(Cl)CC2C(=O)N1CCc1ccccc1 (stereo not given)	/	3	13	0.1	-9	-0.5	-4	2	-1	17
COc1ccccc1CN1CCC(n2nccc2NC(=O)CCOc2ccccc2)CC1	-0.1	6	-2	0.7	3	-1.5	22	1	-2	-2
O=C(NCc1ccc(F)cc1F)c1cc(COc2c(F)cccc2F)on1	/	-5	8	/	-2	0.0	-10	1	4	-1
COCCn1c(C)cc(C(=O)CSc2nnc3ccccn23)c1C	-0.2	-11	4	2.7	11	-1.0	21	3	-6	13
COc1cc2[nH]c(=S)n(N(C(C)=O)C(C)=O)c(=O)c2cc1OC	/	1	1	-0.1	5	1.6	-37	0	6	1
Cc1ccc([C@H]2C[C@H](O)[C@@H](n3cc(C4CC4)nn3)CN2C(=O)C2CCCCC2)cc1	-1.6	-1	17	/	2	-0.3	/	2	/	6
